PLAP inhibition = PLAP enzyme inhibitors, biochemical, luminescence, HTS (AID 690) | purified PLAP, luminescent substrate; higher % means a stronger effect | 96,000 compounds, 0.08% hits | inhibition, % at 20 µM; hits with a dose series show IC50 in µM; in the data active means a potency from the dose series; inactive means the rest, 99 in 100 with inhibition below about 30%; further: strong numbers were not always called active
MRP resist rev = MRP-mediated drug resistance reversal; differential viability (reversal), % at 10 µM; H69AR cells + 2 uM doxorubicin, CellTiter-Glo, 72 h; 85,000 compounds, 0.04% hits; AID 602;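 active means viability drop by adding the cancer drug above about 55%, with treated viability meeting a 40% cutoff, limit read from the data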;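 further: viability without doxorubicin minus viability with 2 µM doxorubicin for each compound; larger differential means the compound sensitizes cells more to doxorubicin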
Bcl-B displacement = displacers of TR3 peptide from Bcl-B, primary screen, selectivity assay for Bfl-1 inhibitor project, biochemical, fluorescence polarization; FP displacement of FITC-TR3 peptide from Bcl-B; higher % means a stronger effect; displacement, % at 20 µM; hits with a dose series show IC50 in µM; 96,000 compounds, 0.11% hits; AID 748;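 active means displacement above 50% at 20 µM plus a fluorescence interference ratio under 1.5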;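 further: plate controls were wells without compound for no effect and wells lacking Bcl-B protein for full effect; a part of the inactive calls stands beside numbers as strong as those of hits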
NFkB transloc inh = blocks IL-1B driven NFkB nuclear translocation in HUVEC cells; HUVEC IL-1B NFkB p65 nuclear translocation imaging; inhibition, % at 2 µM; 94,000 compounds, 0.43% hits;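 active means inhibition above about 30% together with a positive call from visual inspection of the well image, limit read from the data; inconclusive means inhibition above a set limit but visual check negative; inactive means inhibition not above a set limit, visual check negative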;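 further: nuclear over cytoplasmic p65 intensity ratio measured by imaging; 0% = IL-1B stimulated DMSO wells and 100% = unstimulated DMSO wells; values of inactives mirror those of a sister screen read the other way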
IL1B NFkB pot = enhances IL-1B driven NFkB nuclear translocation; HUVEC IL-1B NFkB p65 nuclear translocation imaging; activation, % at 2 µM; 94,000 compounds, 0.3% hits; AID 819;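 active means activation above 40%, about the mean plus 3 SD, also judged a hit on visual image review; inconclusive means activation above 40% but not a hit on visual review; inactive means activation not above 40% and no visual hit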;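 further: percent activation is computed from the nuclear over cytoplasmic p65 intensity ratio; values of inactives mirror those of a sister screen read the other way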
MRP resist rev cytotoxicity = also measured in MRP resist rev; calls as there; viability, %; H69AR cells, CellTiter-Glo, 72 h; measured here: cytotoxicity without doxorubicin
MRP resist rev with doxorubicin = further read-out of MRP resist rev, marked with its call; viability, %; measured here: viability with 2 uM doxorubicin; active compounds read low
NFkB transloc inh cell count 2 µM = also measured in NFkB transloc inh; calls as there; cell count; measured here: cells passing quality filter;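 raw number of nuclei counted in each imaged well without normalization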
IL1B NFkB pot cell count 2 µM = second read-out of IL1B NFkB pot, no call of its own (marks repeat the call); cell count; measured here: cells passing quality filter
The depositor's hits bear a star; u = inconclusive; x = not tested or not shown. Not all compounds are listed. The share of hits here may be higher or lower than overall.

SMILES	PLAP inhibition	MRP resist rev	MRP resist rev cytotoxicity	MRP resist rev with doxorubicin	Bcl-B displacement	NFkB transloc inh	NFkB transloc inh cell count 2 µM	IL1B NFkB pot	IL1B NFkB pot cell count 2 µM
Cc1ccc(CNCc2ccccc2Cl)cc1	-30.3%	x	x	x	-5.8%	9.9	132	-9.9	132
CCCC(c1nnnn1CCc1ccccc1)N1CCN(C2CCCC2)CC1 (centres undefined)	-68.0%	12.0	99.6	87.6	4.1%	-9.3	175	9.3	175
CC(C)(C)n1cnc2cc(NS(=O)(=O)c3ccc(Br)cc3)ccc21	17.1%	-2.5	82.5	85.0	19.2%	-16.4	68	16.4	68
COc1cc(NC(=O)c2c(F)cccc2F)nc(OC)n1	3.0%	x	x	x	-5.1%	6.8	132	-6.8	132
Clc1ccc(OCc2cn3cccnc3n2)c2ncccc12	-53.1%	-1.9	87.4	89.3	2.7%	17.4	92	-17.4	92
O=C(Nc1cccc(C(=O)N2CCOCC2)c1)c1cccnc1	-4.9%	11.0	94.5	83.5	-4.1%	-5.5	146	5.5	146
CCN1CCN(C(=O)c2cnn3c(C(F)F)cc(-c4ccc(C)cc4)nc23)CC1	-56.2%	0.8	86.0	85.2	-5.7%	-3.0	153	3.0	153
CC1CCC(NS(=O)(=O)c2ccc3c(c2)n(C)c(=O)c(=O)n3C)CC1 (centres undefined)	-8.2%	19.0	83.9	65.0	-7.2%	5.5	137	-5.5	137
CN1C(=O)NC(c2ccc(O)cc2)C(C(=O)c2cccs2)C1(O)C(F)(F)F (centres undefined)	-5.0%	-8.8	82.5	91.3	-11.9%	-4.7	140	4.7	140
CCOC(=O)C1CCN(Cc2cccc(OC)c2)CC1	-36.7%	4.8	91.2	86.4	10.0%	4.0	174	-4.0	174
COc1cccc(CN2C(=O)C3(C(C#N)=C(N)OC4=C3C(=O)CCC4)c3ccccc32)c1 (centres undefined)	-44.0%	-5.3	18.9	24.2	1.1%	-11.6	162	11.6	162
COc1ccc(C(=O)c2coc3ccc(O)c(CN4CCOCC4)c23)cc1	x	x	x	x	x	1.5	79	-1.5	79
Cc1ccc(C2=NN(C(=S)Nc3ccccc3)C(c3ccco3)C2)cc1 (centres undefined)	20.8%	x	x	x	6.1%	3.9	169	-3.9	169
O=C1CCC(=O)N1c1cccc(-c2nc3ccccc3o2)c1	5.7%	12.1	98.1	86.1	12.6%	11.0	158	-11.0	158
COC(=O)CSC1=C(C#N)C(=O)NC(c2ccccc2)S1 (centres undefined)	-55.4%	-1.1	1.3	2.4	-11.7%	3.4	152	-3.4	152
CN1CCc2c(sc3c2C(=O)NC(c2cccc(OC(=O)c4cccs4)c2)N3)C1 (centres undefined)	-45.5%	x	x	x	15.8%	x	x	x	x
N#Cc1nc(COc2ccc(F)cc2)oc1N1CCCC1	-0.1%	-2.2	98.8	100.9	6.9%	7.8	88	-7.8	88
CC1CN(C(c2ccco2)c2sc3ncnn3c2O)CC(C)O1 (centres undefined)	-6.6%	1.0	101.5	100.4	-4.4%	16.9	45	-16.9	45
CC(Oc1ccccc1)C(=O)NCc1cccnc1 (centres undefined)	-15.3%	0.4	97.0	96.6	6.7%	-6.9	150	6.9	150
Cc1nn(S(=O)(=O)c2ccc([N+](=O)[O-])cc2)c(C)c1Sc1ccccc1	x	x	x	x	x	-6.0	135	6.0	135
O=C(NNC(=O)c1cccs1)Nc1cccc(Cl)c1	-46.5%	x	x	x	-1.5%	-8.9	140	8.9	140
O=c1c2[nH]c3ccc(Cl)cc3c2ncn1CCN1CCCCC1	20.6%	4.6	104.0	99.4	-6.9%	-3.8	216	3.8	216
Cn1c(SCC(=O)Nc2ccccc2F)nnc1-c1cccnc1	12.1%	-9.3	94.4	103.6	-1.4%	x	x	x	x
COc1cccc(C2c3c(oc4ccc(F)cc4c3=O)C(=O)N2CCN2CCOCC2)c1OC (centres undefined)	-42.5%	-7.2	86.5	93.7	-3.8%	1.9	170	-1.9	170
Fc1ccccc1N1CCN(c2nc3ccccc3n3nnnc23)CC1	-7.4%	-9.7	90.0	99.7	41.7%	x	x	x	x
COc1ccccc1NC(=O)CSc1nnc(C2CCCCC2)n1C	-44.7%	11.4	96.0	84.6	-1.7%	-2.7	147	2.7	147
CC12CCC(C(=O)Nc3ccccc3N3CCOCC3)(CC1=O)C2(C)C (centres undefined)	0.3%	15.9	105.8	89.9	6.4%	-10.3	149	10.3	149
COc1ccc(C(=O)OCCN2CCOCC2)cc1	x	24.9	98.7	73.8	x	-52.4	118	u	x
CCc1ccccc1NC(=O)NC1CCCCC1	8.9%	7.6	92.9	85.3	9.9%	-23.7	136	23.7	136
COCCN1CSC(=S)N(Cc2ccco2)C1	-4.6%	0.8	0.8	0.0	-5.4%	-23.8	80	23.8	80

Limited to PLAP inhibition, MRP resist rev cytotoxicity and NFkB transloc inh (2 entries from above):
smiles | PLAP inhibition | MRP resist rev cytotoxicity | NFkB transloc inh
COc1ccccc1NC(=O)CSc1nnc(C2CCCCC2)n1C | -44.7% | 96.0 | -2.7
CC12CCC(C(=O)Nc3ccccc3N3CCOCC3)(CC1=O)C2(C)C (centres undefined) | 0.3% | 105.8 | -10.3

Following part.
SMILES	PLAP inhibition	MRP resist rev	MRP resist rev cytotoxicity	MRP resist rev with doxorubicin	Bcl-B displacement	NFkB transloc inh	NFkB transloc inh cell count 2 µM	IL1B NFkB pot	IL1B NFkB pot cell count 2 µM
CC1CCN(C(=O)CCCOc2ccc(Cl)cc2)CC1	x	-7.8	87.0	94.8	x	-25.9	130	25.9	130
CN(C)CCn1c(C(=O)Nc2ccccc2)cc2ccccc21	0.7%	-20.0	57.3	77.2	3.8%	17.3	136	-17.3	136
Cc1ccc(Cn2c(SCCN3CCOCC3)nc3c2c(=O)n(C)c(=O)n3C)cc1	-62.6%	-22.5	67.6	90.1	-3.5%	x	x	x	x
CCCCCNC(=O)CSC1=N/C(=C\c2ccc(Cl)c(Cl)c2)C(=O)N1CC	35.6%	x	x	x	-0.4%	-3.6	163	3.6	163
CCN(CC)S(=O)(=O)c1ccc(N2CCOCC2)c(C(=O)O)c1	5.4%	x	x	x	-4.1%	-11.9	171	11.9	171
COc1ccc(-c2cc3nc(C)c(CCC(=O)NC(C)CCc4ccco4)c(C)n3n2)c(OC)c1 (centres undefined)	-42.1%	2.8	100.4	97.6	1.6%	x	x	x	x
CCc1ccc(N(CC(=O)NC)S(C)(=O)=O)cc1	11.1%	16.2	114.3	98.2	-6.3%	-22.3	99	22.3	99
Cc1noc(NS(=O)(=O)c2ccc(NC(=O)CCn3c(=O)oc4ccccc43)cc2)c1C	-10.3%	3.3	85.0	81.8	7.0%	x	x	x	x
Cc1ccccc1N1CCN(C(=O)c2ccccc2NC(=O)C2CC=CCC2C(=O)O)CC1 (centres undefined)	-55.2%	x	x	x	-2.9%	6.8	139	-6.8	139
O=C(CN1CCCCC1)Nc1ccc(NC(=O)c2ccc(Cl)cc2)cc1Cl	-0.7%	x	x	x	3.4%	-0.7	120	0.7	120

A few values from the results shown:
Bcl-B displacement with CC(C)(C)n1cnc2cc(NS(=O)(=O)c3ccc(Br)cc3)ccc21 is entered as 19.2%
NFkB transloc inh with COc1ccc(C(=O)OCCN2CCOCC2)cc1 is entered as -52.4

Later entries:
SMILES	PLAP inhibition	MRP resist rev	MRP resist rev cytotoxicity	MRP resist rev with doxorubicin	Bcl-B displacement	NFkB transloc inh	NFkB transloc inh cell count 2 µM	IL1B NFkB pot	IL1B NFkB pot cell count 2 µM
O=C(CN1CCN(S(=O)(=O)c2ccc(F)cc2)CC1)Nc1ccc2c(c1)OCO2	-10.3%	25.3	115.6	90.3	-5.8%	-17.9	151	17.9	151
COc1cc(OC)cc(C(=O)n2nc(C)cc2C)c1	x	19.8	104.3	84.5	x	1.2	115	-1.2	115
CCOC(=O)c1cc(-c2ccccc2)n(CC(=O)O)c1C	-15.7%	3.5	107.5	104.0	-6.8%	x	x	x	x
COc1cc(/C=C/c2cc(OC(C)=O)c3ccccc3n2)c(OC(C)=O)c([N+](=O)[O-])c1	6.5%	-1.1	74.8	75.9	6.4%	-9.9	59	9.9	59
COc1cccc(C(=O)Nc2nnc(C(C)C)s2)c1	x	28.0	100.4	72.5	x	0.3	149	-0.3	149
O=C(Nc1c(C(=O)Nc2ccc3c(c2)OCCO3)cnn1-c1ccccc1Cl)c1ccco1	-45.7%	-0.9	72.3	73.2	-2.7%	-8.1	135	8.1	135
COc1ccc(C(CC(=O)O)NC(=O)c2ccco2)cc1OC (centres undefined)	21.4%	-12.2	103.6	115.8	-5.0%	-16.1	165	16.1	165
O=C(NNC(=O)C1CCCO1)c1ccccc1Cl (centres undefined)	-99.7%	x	x	x	-3.1%	10.3	113	-10.2	113
Cc1c(C(=O)O)nnn1-c1ccccc1	-8.7%	1.0	114.7	113.7	-17.3%	6.5	193	-6.5	193
Cn1c(SCC(=O)Nc2ccc3c(c2)OCCO3)nnc1-c1ccco1	19.2%	4.4	89.0	84.6	0.9%	-6.8	117	6.8	117
CC1CCCCC1NC(=O)CSc1nncs1 (centres undefined)	1.7%	-7.2	105.5	112.7	-0.4%	x	x	x	x
COc1ccc(-c2cc3ccccc3n2CC(O)CNCCO)cc1 (centres undefined)	-23.8%	x	x	x	8.7%	3.3	127	-3.3	127
COc1ccc(-c2cc(C(=O)O)c3c(C)nn(-c4ccccn4)c3n2)cc1	3.1%	-13.5	92.6	106.1	-0.7%	5.4	173	-5.4	173
Cc1ccc(OCC(=O)N2CCN(C(=O)c3cccs3)CC2)cc1	0.9%	6.6	89.0	82.5	-8.3%	-19.7	130	19.7	130
CCOC(=O)N1CCC(NC(=O)c2ccc3nc(N4CCOCC4)sc3c2)CC1	x	15.2	95.7	80.5	x	-12.9	134	12.9	134
O=C(CSc1ncnc2c1nnn2Cc1ccccc1F)N1CCN(c2ccccc2)CC1	x	-3.2	78.9	82.1	x	7.8	179	-7.8	179
CCc1cc(C(=O)NNC(=S)Nc2ccccc2C)cs1	x	-36.1	53.7	89.9	x	6.5	147	-6.5	147
Cc1ccc(-c2cc(C(=O)N/N=C/c3c(C)nn(C)c3C)c3ccccc3n2)c(C)c1	-64.2%	x	x	x	-1.1%	1.6	192	-1.6	192
Cc1cnc(C(=O)OCC(=O)N2c3ccccc3NC(=O)C2(C)C)cn1	-4.9%	5.3	95.7	90.4	6.1%	-11.4	197	11.4	197
CC(=NCCc1ccccc1)C1=C(O)CSC1=O	6.4%	5.2	89.9	84.7	3.9%	-5.2	128	5.2	128
COc1cccc(OC)c1C(=O)N1CCN(c2c(Cc3ccccc3)c(C)nc3ncnn23)CC1	-59.0%	30.0	88.5	58.5	-13.5%	x	x	x	x
O=C(c1cc2cc(Br)ccc2oc1=O)N1CCN(c2ccccn2)CC1	-20.4%	4.5	104.2	99.7	2.1%	-0.6	95	0.6	95
C=CCn1c(C)cc(C(=O)CSc2nc3ccccc3[nH]2)c1C	-31.7%	13.5	92.4	78.8	-7.6%	-16.3	139	16.3	139
O=C(O)c1ccc(CN2CCCCC2)o1	5.5%	5.2	101.4	96.2	-3.6%	x	x	x	x
Cc1cc(C)nc(SCC(=O)Oc2ccc3oc(=O)cc(C)c3c2)n1	6.4%	0.2	91.5	91.3	0.1%	-9.7	126	9.6	126
O=C(CSc1nnc(-c2cccnc2)n1-c1ccc(F)cc1)NCc1ccc2c(c1)OCO2	x	19.5	99.1	79.6	x	8.7	105	-8.7	105
COCCN1CC(O)=C(c2nc3ccccc3c(=O)[nH]2)C1=N	x	-4.8	88.4	93.2	x	-8.1	155	8.1	155
CCn1nc(C(=O)Nc2nc3ccc(C)cc3s2)c2ccccc2c1=O	-12.9%	-16.8	66.6	83.4	-11.4%	-0.2	178	0.2	178
CCN(CC)C(=O)C1CCCN(C/C=C/c2ccccc2)C1 (centres undefined)	-2.8%	3.5	103.3	99.7	-5.0%	-10.1	100	10.1	100
CC(=O)Nc1ccc(S(=O)(=O)Nc2ncccn2)cc1	16.3%	-4.5	94.9	99.4	3.2%	x	x	x	x
